# Screening data deposited in PubChem BioAssay by National Center for Advancing Translational Sciences (NCATS).
# AmpC no deterg = blocks E. coli AmpC beta-lactamase in detergent-free assay; P00811; AmpC nitrocefin hydrolysis, absorbance 480 nm, 0.0001% Triton; Potency, µM (series often up to 57.1 µM), for the others: at the top dose activity change, negative = inhibition, most hits filed as inhibitors; 0.52% of 330,000 active; AID 485341;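 note: potency is the fitted concentration of half-maximal effect; plate controls were no compound for no effect and no enzyme for full effect; nearly all actives have a fitted effect of over 20% in size; some results filed as inactive show a strong effect at the top dose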
# Target sequence (P00811 whole entry, looked up): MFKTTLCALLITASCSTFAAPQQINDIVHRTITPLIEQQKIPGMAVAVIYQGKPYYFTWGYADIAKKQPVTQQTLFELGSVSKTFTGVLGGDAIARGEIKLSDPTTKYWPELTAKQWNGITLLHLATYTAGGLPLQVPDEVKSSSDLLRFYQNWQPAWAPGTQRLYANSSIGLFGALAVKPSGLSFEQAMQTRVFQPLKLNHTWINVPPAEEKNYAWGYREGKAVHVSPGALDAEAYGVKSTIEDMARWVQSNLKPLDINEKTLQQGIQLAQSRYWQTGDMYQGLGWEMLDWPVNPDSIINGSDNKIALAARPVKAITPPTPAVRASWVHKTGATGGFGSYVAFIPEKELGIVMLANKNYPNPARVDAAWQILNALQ
#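 AmpC (5.3 nM in the dispensed reagent) in 20 mM phosphate pH 7.0 with 0.01% (detergent screen) or 0.0001% Triton X-100 was preincubated with compounds for 15 min at room temperature. Nitrocefin was then added from an 800 uM solution, and hydrolysis was followed at 480 nm.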
# Sm TGR block = S. mansoni TGR enzyme inhibition | Potency, µM (doses to about 114 µM), for inactives: at the top dose activity change, negative = inhibition, actives largely listed as inhibitors | Q962Y6 | 3% of 360,000 active | AID 485364 | purified TGR, DTNB reduction, TNB absorbance 405 nm; note: potency is the fitted concentration of half-maximal effect; nearly all actives have a fitted effect of over 60% in size
#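 Kinetic colorimetric format: TGR-catalysed, NADPH-driven DTNB reduction monitored via TNB absorbance. Enzyme dispensed at 20 nM; compound exposure 15 min at room temperature before reaction start.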
# AMA1 RON2 block = AMA1-RON2 (P. falciparum) interaction inhibition; AlphaScreen AMA1-biotinylated RON2 peptide binding; Potency, µM (series often up to 58.2 µM), for the others: top-dose activity change, negative = inhibition, actives largely listed as inhibitors; 0.2% of 360,000 active; AID 720542;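 note: potency is the fitted concentration of half-maximal effect; 0% = vehicle wells and -100% = peptide control; nearly all actives have a fitted effect of over 45% in size; some results filed as inactive show a strong effect at the top dose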
#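 AMA1 (3D7) with his tag at 25 nM final met compounds first, then biotinylated RON2 peptide at 25 nM; detection used donor plus acceptor beads, 10 µg/mL apiece, read by AlphaScreen after 30 min at room temperature.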
# AmpC inh detg = inhibitors of E. coli AmpC beta-lactamase with detergent | P00811 | AmpC hydrolysis of nitrocefin, absorbance 480 nm, 0.01% Triton | Potency, µM (highest dose often 114 µM), for the others: at the highest dose activity change, negative = inhibition, most hits filed as inhibitors | 0.041% of 370,000 active | AID 485294;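 note: potency is the fitted concentration of half-maximal effect; 0% = no-compound wells and -100% = no-enzyme wells; nearly all actives have a fitted effect of over 25% in size; some results filed as inactive show a strong effect at the top dose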
#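 20 mM phosphate pH 7.0 + 0.01% (detergent screen) or 0.0001% Triton X-100; 5.3 nM AmpC reagent; cpd preinc 15 min RT; nitrocefin (800 uM stock) to start; A480 q20 s × 4 min; Activity was normalised to no-enzyme and no-compound control wells.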
# HCMV inh = human cytomegalovirus inhibition. HFF cells, HCMV-luciferase reporter, 72 h; hits give low values. activity change, negative = inhibition, % at 57.5 µM. 4.5% of 410,000 active. AID 1259415; in the data active = activity change below about -60%; inconclusive = no clear call, values can overlap the other calls; inactive = above about -39%
#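 Human foreskin fibroblasts infected with luciferase-reporter HCMV at MOI 1 PFU/cell, compounds at two doses. Luciferase measured 72 h post infection; normalized to buffer-only basal and Salinomycin (10uM) controls.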
# TbPYK inhibitor = T. brucei pyruvate kinase inhibition; Q57TT1; TbPYK enzyme, Kinase-Glo Plus ATP luminescence, 45 min; Potency, µM (titrated, usually from 76.8 µM), inactives show at the top dose activity, negative = inhibition, usual class: inhibitors; 0.12% of 410,000 active; AID 624173; note: potency is the fitted concentration of half-maximal effect; nearly all actives have a fitted effect of over 50% in size
#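 Activity of T. brucei pyruvate kinase was followed by Kinase-Glo Plus luminescence after the enzyme reacted 45 min at room temperature with 130 uM ADP (final) and substrate. Test compounds were added before ADP at multiple concentrations.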
# LmPK inhibitor = LmPK (Leishmania mexicana) enzyme inhibition. purified LmPK, Kinase-Glo ATP luminescence, 1 h. 0.37% of 290,000 active. Q27686. Potency, µM (top dose mostly 57.5 µM), without a hit: top-dose activity change, negative = inhibition, usual class: inhibitors; note: potency is the fitted concentration of half-maximal effect
# Target sequence (Q27686 whole entry, looked up): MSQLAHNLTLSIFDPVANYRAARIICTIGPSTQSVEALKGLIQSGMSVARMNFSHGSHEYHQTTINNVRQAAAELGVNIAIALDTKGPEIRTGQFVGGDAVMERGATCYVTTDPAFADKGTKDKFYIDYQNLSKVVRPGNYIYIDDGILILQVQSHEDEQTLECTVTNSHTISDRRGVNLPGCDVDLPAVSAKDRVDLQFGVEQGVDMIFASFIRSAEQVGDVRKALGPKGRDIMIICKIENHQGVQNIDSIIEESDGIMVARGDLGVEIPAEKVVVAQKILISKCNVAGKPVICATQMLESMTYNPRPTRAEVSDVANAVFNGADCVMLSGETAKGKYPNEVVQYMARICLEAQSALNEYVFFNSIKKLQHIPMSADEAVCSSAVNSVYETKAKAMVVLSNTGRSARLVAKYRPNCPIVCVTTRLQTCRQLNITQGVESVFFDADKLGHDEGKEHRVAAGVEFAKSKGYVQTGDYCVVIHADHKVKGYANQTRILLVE
#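 In 50 mM imidazole pH 7.2 with 7 mM MgCl2, LmPK (0.1 nM) turned over PEP (0.5 mM) and ADP (0.1 mM) for 1 h at room temperature. Luciferase read-out of ATP.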
# * marks the source's active call; other numbers are inactive results; ? = inconclusive; · = no result given; [ ] = another dose, or the depositor's remark. Unless noted, calls come from the whole dose curve; as a rule, active = well fitted curve in the direction sought with a large enough effect; inconclusive = small, poorly fitted or top-dose-only effect, or another doubt; inactive = no such curve, though single readings can be large; an effect the other way counts as inactive or inconclusive. Unless noted, % is set by controls: 0 for no effect and ±100 for the full control effect.
Compound	AmpC no deterg	Sm TGR block	AMA1 RON2 block	AmpC inh detg	HCMV inh	TbPYK inhibitor	LmPK inhibitor
O=C(OC1CCOC1=O)c1ccc2ncsc2c1 (centres undefined)	-18%	-2%	-17%	0%	36	-18%	2%
Cc1ccc(C(=O)N2CCN=C2SCc2ccc([N+](=O)[O-])cc2)cc1C	-13%	6%	0%	0%	31	-8%	-1%
CC(=NCc1ccc2c(c1)OCO2)c1c(O)n(-c2ccccc2)c(=O)[nH]c1=O	-14%	3%	-1%	1%	-32	1%	-1%
O=C(c1ccc(Cl)c(S(=O)(=O)Nc2ccccc2C(=O)N2CCc3ccccc3C2)c1)N1CCc2ccccc2C1	-11%	-5%	-17%	1%	29	3%	3%
O=C(CSc1ccc(-c2cccnc2)nn1)Nc1ccc(F)cc1	-2%	1%	-12%	-1%	17	0%	3%
COc1ccccc1S(=O)(=O)CC(O)COc1ccc(C#N)cc1 (centres undefined)	-14%	·	-4%	0%	3	2%	3%
CCOC(=O)c1cc(-c2ccc(Cl)s2)[nH]n1	-4%	8%	-7%	-5%	2	-1%	1%
COc1ccc(-n2nc(C(=O)N3CCN(c4cccc(C(F)(F)F)c4)CC3)c3c4ccccc4n(C)c3c2=O)cc1Cl	·	4%	·	-2%	14	-17%	·
COc1ccc(/C=C/C(=O)NCCOc2ccccc2OC)cc1	-9%	-6%	-10%	-1%	?	-5%	2%
O=C(NCC(c1cccnc1)N1CCc2ccccc2C1)C(=O)Nc1ccccc1 (centres undefined)	·	2%	·	-2%	33	0%	·
COc1ccccc1N(C)S(=O)(=O)c1ccc(C(=O)N(C)Cc2cccc(F)c2)cc1	·	·	-5%	·	-13	1%	·
Cc1cc(C)cc(NC(=O)Cn2cc(C(=O)c3cccs3)c3ccccc32)c1	·	6%	·	7%	?	4%	·
Cc1ccc(-c2nc(CCNC(=O)C(=O)Nc3c(C)cccc3C)cs2)cc1	·	-3%	·	5%	19	5%	·
Cc1ccc(-n2c(C)nc3c(cnn3-c3ccccc3)c2=O)cc1	·	13%	·	0%	3	3%	·
O=C(CCC1CCCCC1)Nc1ccccc1-c1ccccc1	-15%	-2%	16%	4%	-37	-10%	0%
Brc1ccc(-c2nnc(-c3ccccc3)o2)o1	-16%	-15%	8%	?	112	4%	-13%
CCOc1ccc(-c2nnc3ccc(SCC(=O)N4CCCCC4)nn23)cc1	3%	6%	-1%	?	21	-4%	1%
CCNc1nc2cccnc2s1	-15%	3%	-1%	4%	63	3%	-5%
Cc1nc2ccccc2c(=O)n1NC(=O)c1ccc(C(C)(C)C)cc1	-27%	0%	-5%	-3%	-18	-1%	0%
O=[N+]([O-])c1ccc(NCc2ccc3c(c2)OCO3)cc1	-33%	5%	5%	2%	11	5%	3%
O=C(OCc1cc([N+](=O)[O-])cc2c1OCOC2)c1ccc2ccccc2n1	-14%	-6%	-15%	-9%	?	-11%	-2%
CN(CCc1ccccn1)C(=O)Nc1ccc(F)cc1	-11%	0%	-5%	-19%	29	-5%	-2%
CC(=O)Nc1ccc(C(=O)OCc2ccc(Cl)c(Cl)c2)cc1	35%	4%	3%	0%	-34	-1%	0%
COc1ccccc1NC(=O)CN1C(=O)NC(C)(C)C1=O	-12%	-14%	3%	-4%	37	7%	-2%
Cc1cccc(CN2CCN(CC(=O)NCc3ccc(F)cc3)C2=O)c1	·	·	0%	·	54	7%	·
COc1ccc(CCNc2nc(-c3ccc(F)cc3)cc(C(F)(F)F)n2)cc1OC	·	8%	·	22%	-25	5%	·
Cc1c(S(=O)(=O)Nc2ccc(Oc3ccccc3)cc2)c(=O)n(C)c(=O)n1C	38%	-17%	1%	-10%	16	-4%	-1%
O=C(COC(=O)c1cc(=O)[nH]c2ccccc12)NCc1ccc(F)cc1	-12%	-12%	8%	?	2	-16%	·
Cc1ccc(-c2cc(C(=O)NN)n[nH]2)o1	-51%	-16%	47%[activator]	-1%	34	4%	0%
Cc1c(C(=O)N2CCC(C)CC2)cccc1[N+](=O)[O-]	-12%	0%	5%	0%	0	-5%	5%
CN1CCN(c2nc3c(c(=O)n(C)c(=O)n3C)n2CC(N)=O)CC1	-15%	-7%	24%	32µM*	-13	-10%	-8%
CCc1ccc(CCC(=O)Nc2ccc(OC)cc2)o1	-41%	1%	-4%	-7%	-9	8%	1%
Cn1c(Cc2ccccc2)nnc1SCC(=O)c1cccs1	2%	-24%	7%	9%	4	5%	-2%
c1ccc(CCNCCCOc2cccc3ccccc23)cc1	-14%	5%	-23%	?	7	0%	-6%
CCCCN(C(=O)c1ccc(-c2ccc([N+](=O)[O-])cc2)o1)c1c(N)n(CCCC)c(=O)[nH]c1=O	-7%	-16%	-22%	-3%	-4	0%	·
CC12CCC(C(=O)N(CCC#N)CCC#N)(CC1=O)C2(C)C (centres undefined)	-3%	7%	11%	-10%	24	2%	2%
COc1ccc(-c2noc(-c3cc4ccccc4oc3=O)n2)cc1	-27%	-2%	·	-16%	·	·	1%
Cc1ccc(N2CCN(C(=O)CCc3c(C)nc4ncnn4c3C)CC2)c(C)c1	·	9%	·	21%	-14	2%	·
COc1ccc(NC(=O)COC(=O)C2CCC2)cc1Cl	-16%	11%	-1%	-10%	-11	-12%	-2%
Cc1cccc(N(CC(=O)NC2CCCCC2)C(=O)CCCC(=O)Nc2ccccn2)c1	25%	-13%	2%	-13%	14	6%	0%
COC(=O)c1ccc(CSc2ncnc3c2nnn3-c2ccc(OC)cc2)o1	-3%	-15%	22%	-14%	-27	-2%	10%
COc1ccc(N(C(=O)CS(=O)CC(=O)Nc2ccc(F)cc2)C(C(=O)NC2CCCCC2)c2cccs2)cc1 (centres undefined)	-32%	-10%	5%[2.32 µM]	?	?	0%	5%
CCOC(=O)C1=C(NC(=S)NC(=O)c2ccccc2)c2ccccc2CC1(C)C	-8%	0%	42%[activator]	?	-8	-5%	0%
COc1ccc(C(O)c2ncc(-c3ccccc3OC)[nH]2)cc1F (centres undefined)	·	·	12%	·	66	1%	·
COc1ccc(CCN2CC(O)=C(c3nc(C)cs3)C2=N)cc1OC	-18%	0%	23%	0%	39	5%	-4%
C/C(=N\NC(=O)c1ccccc1O)c1c(O)n(C2CCCCC2)c(=O)[nH]c1=O	-41%	-16%	64%[activator]	2%	11	-7%	-4%
Cc1ccc(Nc2sc(C(=O)c3ccccc3)c(N)c2C(N)=O)cc1	·	50µM*	·	10%	-1	-16%	·
Cn1c(CCN2CCCCC2)nc2cc(NC(=O)COc3ccc([N+](=O)[O-])cc3)ccc21	-1%	-1%	-12%	?	-75*	-7%	-1%
Cc1cc(C(=O)N(C)CC(=O)Nc2ccc(Cl)c(C(F)(F)F)c2)no1	-22%	-6%	-12%	?	-6	-3%	·
COc1cc(/C=C/C(=O)OCC(=O)N2CCc3ccccc3C2)ccc1O	-8%	-7%	-6%	-13%	-39	5%	0%
O=C(NCCNc1ccc([N+](=O)[O-])cc1Cl)c1ccccc1F	-36%	6%	-5%	-10%	11	-1%	-2%
Cc1nc2nc(NCc3ccccc3Cl)[nH]n2c(=O)c1Cc1ccccc1	·	0%	·	15%	-10	-3%	·
COc1ccc(NC(=S)NN2CCOCC2)cc1OC	-19%	?	10%	-1%	14	-7%	-1%
Nc1cccc(C(=O)O)c1	-12%	4%	-10%	1%	-30	7%	1%
CN(C)CCCNc1cc(-c2ccccc2)nc2cc(-c3cccc(F)c3)nn12	155%[activator]	100µM*	0%	-5%	33	-10%	4%
Cc1ccc(NCc2nnc(SCC(=O)Nc3ncc(C)s3)n2CC2CCCO2)c(C)c1 (centres undefined)	76%[activator]	0%	-4%	-13%	-6	5%	-3%
CCCCN(C(=O)c1cc2c(s1)CCCCC2)c1c(N)n(CCC)c(=O)[nH]c1=O	-20%	-3%	-10%	0%	-22	0%	·
Cc1c(C(=O)Nc2cccc(F)c2)cnn1-c1ccccc1	-22%	-1%	-3%	-15%	44	-7%	-10%
COCCN(Cc1ccccc1)C(=O)Cc1ccc(S(=O)(=O)N2CCOCC2)s1	23%	-1%	26%	-10%	-39	-2%	·
Cc1ccc(/C=C2/C(=O)NC(=O)N(C)C2=O)cc1	-39%	1%	17%	-12%	-6	-26%	7%

# More compounds:
Compound	AmpC no deterg	Sm TGR block	AMA1 RON2 block	AmpC inh detg	HCMV inh	TbPYK inhibitor	LmPK inhibitor
COc1ccc(NC(=O)c2nnn(Cc3ccc(Br)cc3F)c2N)c(OC)c1	·	2%	·	-8%	-7	0%	·
COc1ccccc1NS(=O)(=O)c1ccc(NC(=O)c2nc3ncccn3n2)cc1	0%	-3%	2%	-3%	-7	0%	1%
CC(C)c1ccc(NC(=O)Cc2ccc(NC3=NC4CS(=O)(=O)CC4S3)cc2)cc1 (centres undefined)	5%	6%	51%[activator]	-17%	20	-6%	2%
CCCCNC(=O)c1cccc(NC(=O)C(=O)c2ccccc2NC(C)=O)c1	-19%	-14%	1%	-6%	?	-3%	1%
COc1cc(S(=O)(=O)NC2CCCCC2)ccc1F	10%	-14%	35%[activator]	-15%	1	?	5%
CN=C(Nc1cccc(S(=O)(=O)N2CCOCC2)c1)c1ccccc1	-22%	·	-4%	·	-18	0%	·
Cc1cc(Br)cnc1NC(=S)Nc1ccc(F)cc1F	-20%	?	75%[activator]	2%	-25	0%	-2%
Cc1cc(OCC(=O)c2ccc(Br)cc2)ccc1N1C(=O)CCC1=O	103%[activator]	4%	-8%	-10%	38	-3%	4%
O=C(CNC(=O)c1ccc(-c2ccccc2)cc1)OCc1ccc(Cl)cc1	-45%	0%	21%	?	4	-1%	-2%

# Entries from the list above with a CF3 group (3):
Compound	AmpC no deterg	Sm TGR block	AMA1 RON2 block	AmpC inh detg	HCMV inh	TbPYK inhibitor	LmPK inhibitor
COc1ccc(-n2nc(C(=O)N3CCN(c4cccc(C(F)(F)F)c4)CC3)c3c4ccccc4n(C)c3c2=O)cc1Cl	·	4%	·	-2%	14	-17%	·
COc1ccc(CCNc2nc(-c3ccc(F)cc3)cc(C(F)(F)F)n2)cc1OC	·	8%	·	22%	-25	5%	·
Cc1cc(C(=O)N(C)CC(=O)Nc2ccc(Cl)c(C(F)(F)F)c2)no1	-22%	-6%	-12%	?	-6	-3%	·
